CR mimetic SO = lowers age-related superoxide in aged yeast cells; S. cerevisiae aged cells, superoxide DHE fluorescence; stronger effect = lower value; superoxide response (% of plate mean), % at 10 µM; hit rate 0.18% among 330,000;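 active = superoxide response under a set limit, about three screen SD below normal, cut at about 65% in these data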;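 note: yeast aged for seven days with compound at 30 °C before DHE staining; 100% = average MFI of all compound-treated wells on the plate with controls excluded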
GLD-1 RNA inh = GLD-1-TGE RNA interaction inhibition (C. elegans) | Q17339 | purified GLD-1 + fluorescein TGE RNA, fluorescence polarization | inhibition, % at 5.96 µM | hit rate 0.44% among 320,000;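 active = percent inhibition above a per-plate cutoff, the plate mean of test compounds plus 3 SD, cut at about 30% in these data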;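 note: 0% = DMSO wells with GLD-1 and probe and 100% = wells lacking GLD-1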
Target sequence (Q17339 whole entry, looked up): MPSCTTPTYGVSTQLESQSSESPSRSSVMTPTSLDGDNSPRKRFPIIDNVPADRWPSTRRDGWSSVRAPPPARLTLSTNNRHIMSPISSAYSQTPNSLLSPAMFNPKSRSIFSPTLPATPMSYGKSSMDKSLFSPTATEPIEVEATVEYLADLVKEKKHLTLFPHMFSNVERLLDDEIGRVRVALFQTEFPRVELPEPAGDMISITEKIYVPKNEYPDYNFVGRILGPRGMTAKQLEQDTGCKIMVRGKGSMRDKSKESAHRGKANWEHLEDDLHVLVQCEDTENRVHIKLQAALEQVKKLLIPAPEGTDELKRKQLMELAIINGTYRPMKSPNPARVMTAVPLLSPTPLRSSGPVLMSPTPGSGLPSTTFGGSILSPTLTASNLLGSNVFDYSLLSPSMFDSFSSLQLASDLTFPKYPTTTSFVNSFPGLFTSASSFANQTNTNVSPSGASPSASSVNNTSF
MCL1 BIM primary = disrupts human MCL1 binding to BIM-BH3 peptide; Q07820; AID 2057; GST-MCL1 / FITC-Bim-BH3 fluorescence polarization; inhibition, % at 10.9 µM; hit rate 0.68% among 320,000;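 active = inhibition above the mean inhibition of all tested compounds plus 3 SD, set per campaign, cut at about 40% in these data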;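 note: 0% = DMSO wells and 100% = unlabeled Bim-BH3 peptide control; higher means more loss of mP so more displacement of Bim peptide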
Target sequence (Q07820 whole entry, looked up): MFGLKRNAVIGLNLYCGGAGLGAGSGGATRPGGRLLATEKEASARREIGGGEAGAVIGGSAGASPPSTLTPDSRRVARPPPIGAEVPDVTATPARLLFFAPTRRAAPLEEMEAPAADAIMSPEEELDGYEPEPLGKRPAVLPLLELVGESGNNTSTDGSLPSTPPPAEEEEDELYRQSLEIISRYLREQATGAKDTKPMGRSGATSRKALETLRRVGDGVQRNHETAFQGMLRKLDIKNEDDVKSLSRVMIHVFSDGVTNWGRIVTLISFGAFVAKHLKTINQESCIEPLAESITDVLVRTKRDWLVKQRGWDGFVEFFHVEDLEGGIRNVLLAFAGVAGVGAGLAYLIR
Efflux pump mplx = inhibitors of Candida antifungal efflux pumps expressed in yeast | inhibition, % at 10 µM | hit rate 0.44% among 330,000 | S. cerevisiae Candida pump triplex, Nile Red efflux;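 active = plate passing quality check with inhibition over a set limit, or well fluorescence over plate mean plus 4 SD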;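 note: Nile Red retained in pooled yeast measured as flow cytometry median fluorescence; 0% = buffer negative control and 100% = Enniatin B positive control; higher means more Nile Red kept so more efflux inhibition; some compounds called inactive have numbers as strong as hits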
EBNA-1 inhibitor = blocks EBNA-1 binding to DNA | EBNA-1 DNA binding, fluorescence polarization | inhibition, % at 14.8 µM | hit rate 0.34% among 300,000 | AID 1950; in the data active = inhibition above about 28%
ZTA counter = counter-screen for EBNA-1 inhibitors: inhibitors of Epstein-Barr virus ZTA; P03206; ZTA-DNA binding, fluorescence polarization; inhibition, % at 11 µM; hit rate 0.15% among 320,000; in the data active = inhibition above about 33%
Fam108B counter = blocks mouse Fam108B hydrolase in RBBP9 counter-screen; recombinant Fam108B, FP-Rh probe fluorescence polarization; inhibition, % at 9.51 µM; hit rate 0.33% among 300,000; AID 1947;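 active = inhibition above the screen mean inhibition plus 3 SD, computed separately per campaign, cut at about 18% in these data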;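 note: inhibitors lower polarization as less probe binds the enzyme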
Bcl-xL primary = blocks human Bcl-xL binding to Bim BH3 peptide; Q07817; GST-Bcl-xL / FITC-Bim BH3 peptide fluorescence polarization; inhibition, % at 10.9 µM; hit rate 0.7% among 320,000; AID 2129;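 active = inhibition above the mean of all tested compounds plus 3 SD, cutoff set per campaign, cut at about 30% in these data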;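 note: 0% = DMSO wells and 100% = unlabeled Bim-BH3 peptide competitor; inhibitors lower millipolarization by displacing the labeled peptide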
Target sequence (Q07817 whole entry, looked up): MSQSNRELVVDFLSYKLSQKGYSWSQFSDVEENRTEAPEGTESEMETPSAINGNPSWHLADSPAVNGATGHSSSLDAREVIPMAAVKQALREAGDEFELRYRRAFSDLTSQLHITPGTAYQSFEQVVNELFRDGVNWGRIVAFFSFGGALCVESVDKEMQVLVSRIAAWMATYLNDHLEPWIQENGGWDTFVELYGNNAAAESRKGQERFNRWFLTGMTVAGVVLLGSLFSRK
MEX-5 binding = C. elegans MEX-5 TCR-2 RNA binding activity; activity score (negative = inhibition of binding), % at 10 µM; hit rate 0.38% among 300,000; Q9XUB2; MEX-5/FITC-TCR2 RNA binding, fluorescence polarization; stronger effect = lower value;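 active = inhibition past about -25% in most replicates, and total fluorescence under double the plate's negative control median, limit read from the data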;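 note: 0% = DMSO and -100% = 5 µM competing unlabeled TCR2 RNA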
Numbers without * were called inactive; · = not tested or not shown.

Fields – CR mimetic SO, GLD-1 RNA inh, MCL1 BIM primary, Efflux pump mplx, EBNA-1 inhibitor, ZTA counter, Fam108B counter, Bcl-xL primary, MEX-5 binding
- c1ccc(COc2cccc(CNCc3cccnc3)c2)cc1
 : 105.1, 1.0, 2.4, 0.0, 3.4, -3.1, 3.5, 0.9, 0.7
- O=C(NCC1CCCO1)c1onc(CSc2ccc(Cl)cc2)c1C(=O)O (configuration not stated)
 : ·, 3.3, 2.1, ·, -5.8, -6.1, 3.9, 3.1, 1.4
- C=CCSc1nsc(N)n1
 : 82.3, -3.9, 10.9, 0.0, -5.2, -0.2, 6.4, 2.9, 0.9
- CCC(C)c1ccc(OCC(=O)Nc2cccc(C(=O)Nc3ccc(C(=O)O)cc3)c2)cc1 (configuration not stated)
 : ·, -8.3, 2.6, -3.7, 0.3, 15.4, -28.8, 0.7, -0.7
- Cc1ccc(Cl)cc1N=C(N)N=C(N)N
 : 114.0, 1.2, 7.4, 0.2, 4.5, 7.7, 1.6, 0.3, 1.3
- Cc1ccc(C(=O)/C=C/c2ccccc2)o1
 : 89.9, 1.0, 5.5, -0.1, -3.5, -10.4, 1.1, 6.6, ·
- Cn1nnnc1SCc1nnc(-c2ccc(F)cc2)o1
 : 84.8, 2.4, -0.9, -0.2, 4.1, -2.0, -0.7, 0.1, 2.0
- O=C(Nc1cc(C(F)(F)F)ccc1N1CCOCC1)C1=COCCO1
 : 104.5, 1.0, -11.7, 0.1, 0.2, 1.9, -0.4, -3.0, 2.1
- O=C1C2CSCN2C(=O)CN1CCCN1CCN(C(c2ccccc2)c2ccccc2)CC1 (configuration not stated)
 : 81.1, 0.6, 0.7, 0.1, 7.3, 1.1, 3.7, 3.7, 0.0
- CCOC(=O)CN1C(=O)/C(=C2\SC(=S)N(NC(=O)c3cccnc3)C2=O)c2ccccc21
 : 103.3, 2.1, 10.2, 0.0, 0.6, -1.6, 0.1, 7.9, 1.0
- Clc1ccc(OCCCc2nc(-c3cccnc3)no2)c(Cl)c1
 : 121.2, 6.9, 4.4, 0.1, -3.9, 4.5, -0.7, 6.8, 0.3
- CC1CCN(S(=O)(=O)c2ccc(C(=O)Nc3sccc3C(N)=O)cc2)CC1
 : 121.7, 8.3, 1.6, 0.2, -4.1, -10.1, -17.1, 3.8, 5.3
- CC(Nc1nc(C(F)(F)F)nc2ccccc12)c1cccs1 (configuration not stated)
 : 102.1, 3.5, -1.6, 0.2, 1.0, -0.9, -3.6, 5.3, 1.6
- CC(C)C(=O)NC(=S)Nc1ccc(S(=O)(=O)N2CCCC2)cc1
 : 97.9, 12.0, 12.0, -0.4, -0.8, -3.1, 2.5, 3.8, 2.6
- Cc1onc(-c2c(Cl)cccc2Cl)c1C(=O)N[C@@H]1C(=O)N2[C@@H]1SC(C)(C)[C@@H]2C(=O)O
 : 96.2, 1.6, 4.9, 0.0, 1.8, 1.4, -3.4, -1.2, 2.5
- Cc1ccc(C(=O)NCc2ccc3c(c2)OCO3)cc1S(=O)(=O)N1CCOCC1
 : 113.5, 5.7, 5.5, 0.1, -0.9, -4.3, -1.5, 0.0, -1.2
- COc1ccc(CCC(=O)Nc2cc(S(C)(=O)=O)ccc2Cl)cc1
 : 88.4, 5.5, 0.6, -0.4, 7.4, 8.6, 0.0, 1.4, 5.1
- COc1cccc(NC(=O)Nc2ccc(C)c(Cl)c2)c1
 : 103.5, 4.0, -0.3, 0.5, 3.2, 3.2, -1.5, 2.1, 1.8
- CN(C)/C=C/C(=O)c1c(F)cccc1F
 : 99.8, -0.3, 0.1, 0.0, 3.2, -7.7, 0.0, 2.3, -4.4
- Cc1ccccc1CS(=O)(=O)Cc1ccc(C(=O)NCc2cccnc2)o1
 : 85.1, -2.4, 3.9, -0.1, 3.9, -1.9, -1.5, 6.1, -0.7
- COC(=O)c1[nH]c2c(c1C)C(=O)CC(c1cc(OC)ccc1OC)C2 (configuration not stated)
 : 87.0, 7.6, 1.6, -0.2, -8.1, -9.3, 0.8, 0.2, 3.2
- Clc1cccc(CNCC2CCCO2)c1Cl (configuration not stated)
 : 96.5, -9.8, -5.4, -0.1, 6.2, 1.2, -0.8, -3.4, 1.5
- COc1ccc(-c2cc(C(F)(F)F)nc(SCC(=O)NCc3ccco3)n2)cc1OC
 : 97.9, 8.8, -0.8, -0.3, -2.9, 0.1, -1.6, -0.7, 0.3
- CC[n+]1ccc(/C=C2\Sc3ccccc3N2CCCS(=O)(=O)[O-])c2ccccc21
 : 105.9, -191.5, -33.5, -0.1, -4.5, 5.3, -0.6, -23.6, 4.8
- c1ccc(-c2cnnc(N3CCCCC3)n2)cc1
 : 97.8, -0.4, 2.9, 0.0, 10.1, 18.0, 0.4, 4.9, 0.7
- O=C(NCC(=O)N(Cc1ccccc1)C(C(=O)NC1CCCC1)c1ccncc1)c1ccco1 (configuration not stated)
 : 93.6, 8.6, -3.0, 0.0, -3.0, -34.6, 1.3, 7.0, -1.2
- CC(OC(=O)C1CCCCC1)c1nc2ccccc2[nH]1 (configuration not stated)
 : 96.0, 3.2, 6.0, 0.2, -6.9, -0.1, 6.0, 8.4, 2.2
- Cn1c(SCc2ccc(Cl)cc2)nnc1-c1ccc2nonc2c1
 : 117.7, -3.5, 11.1, 0.1, -7.3, -9.3, -1.1, -1.1, 0.2
- CCCCCN(C(=O)CCC(=O)OCc1ccccc1C)c1c(N)n(CCCC)c(=O)[nH]c1=O
 : 107.8, 8.5, 2.0, 0.2, -15.1, -1.9, -1.4, 1.0, 0.3
- COc1ccc2c(c1)c1ncn(CCN3CCNCC3)c(=O)c1n2C
 : 103.0, 8.4, 7.5, -0.1, -3.7, -23.6, -0.5, 7.7, ·

(cont.)
Fields – CR mimetic SO, GLD-1 RNA inh, MCL1 BIM primary, Efflux pump mplx, EBNA-1 inhibitor, ZTA counter, Fam108B counter, Bcl-xL primary, MEX-5 binding
- CC(=O)CCc1ccc(OC(=O)c2cccnc2)cc1
 : 88.9, -2.7, 0.3, 0.0, 0.4, -2.4, -1.0, -1.4, -3.0
- O=C(NCc1cccc(OC(F)(F)F)c1)C1CCC(=O)N(Cc2cccc(F)c2)C1 (configuration not stated)
 : 105.9, 5.0, 1.4, 0.0, 16.7, 7.8, 8.2, 3.8, 0.4
- CC(=O)OC(C(=O)n1nc(C)cc1C)c1ccccc1 (configuration not stated)
 : 94.0, 1.3, 2.5, 0.0, 13.1, -11.2, -0.5, 6.4, 0.0
- CCN(c1ccc(OC)cc1)S(=O)(=O)c1nnc(NC(=O)c2ccccc2Cl)s1
 : 88.5, 10.2, 1.5, -0.1, 4.2, 6.0, -2.0, 0.2, 0.3
- O=c1cc(CSc2ccc(Cl)cc2)nc(-c2ccncc2)[nH]1
 : 112.8, 4.2, 4.1, -0.1, 8.6, 6.0, -0.7, 3.8, -1.0
- CSc1nc2ccc(S(=O)(=O)NC3CCCCC3)cc2s1
 : 116.2, 6.3, 6.2, 0.1, -5.6, 3.9, -3.5, 2.2, -0.3
- S=C1SCN(Cc2ccco2)CN1Cc1ccco1
 : 105.8, 0.9, 17.0, 0.0, 3.5, 5.9, 1.6, 13.7, 3.0
- Cc1c(C(=O)OC2CCCCC2)[nH]c2c1C(=O)CC(C)(C)C2
 : 91.7, 3.2, 1.0, -0.1, 9.3, -3.4, 1.6, 6.2, 2.0
- O=C(CCCCC(=O)NCCc1ccccc1)NCCc1ccccc1
 : 95.2, -0.3, -7.8, 0.2, -8.9, -8.7, 4.4, 1.4, 0.9
- COc1cccc(C(=O)COC(=O)CCCC(=O)NC2CCCCC2)c1
 : 97.4, 5.9, -1.3, 0.1, 8.8, 7.3, -2.9, -1.1, 2.5
- COc1c(C)cc(Br)cc1C(=O)Nc1ccccc1N1CCN(C(=O)c2ccccc2)CC1
 : 101.7, 7.6, 0.0, 1.0*, -6.4, 17.8, -5.6, 4.8, 0.3
- Cc1ccc(S(=O)(=O)/N=C(\Nc2cccc(C)c2)Nc2nc(C)cc(C)n2)cc1
 : 98.0, 2.8, 7.7, 0.1, 1.9, 3.3, -0.3, 1.9, 2.2
- Cc1nc2ncnn2c(C)c1Cc1ccc(Cl)cc1
 : 103.3, 1.1, -2.9, -0.2, -5.8, 1.6, -2.9, -2.3, -0.8
- CCc1ccccc1NC(=S)N(CCCN1CCOCC1)Cc1ccccn1
 : 92.5, -2.7, 5.2, -0.4, 9.7, 81.8*, -3.4, 2.9, -1.3
- O=C(O)CCn1c(-c2ccccn2)nc2ccccc21
 : 103.1, -3.1, -1.7, -0.1, -2.5, 17.9, -1.3, 4.7, -1.0
- CCOC(=O)c1c(NC(C)=O)sc2c(OCCN(CC)CC)c(Br)ccc12
 : 94.9, 3.7, -0.8, 0.1, -6.9, 15.8, -1.1, 1.0, 1.2
- CCN1CCN(C(=S)Nc2ccc3nc(N4CCN(CC)CC4)cc(C)c3c2)CC1
 : 77.0, -7.0, -5.1, 0.1, 6.6, 2.7, -2.1, 2.9, 0.0
- O=C(Nc1ccccc1CC[N+](=O)[O-])N1CCN(c2ccccc2)CC1
 : 99.6, -9.4, 4.4, -0.1, 0.1, 3.7, 0.3, 6.8, 0.3
- Cc1ccc(OC(C)C(=O)Nc2ccc(S(=O)(=O)Nc3nccs3)cc2)cc1 (configuration not stated)
 : 98.1, 6.4, -3.3, 0.0, 1.3, -16.6, 1.8, -0.3, -3.0
- Cc1cccc(-c2nc(CSc3nc4c(c(=O)[nH]3)CCC4)c(C)o2)c1
 : 114.8, 2.6, 3.5, 0.4, -7.4, 3.5, 0.9, -3.1, 1.1
- Cc1cc(C(=O)N2CCN(C(=O)C3CCCO3)CC2)no1 (configuration not stated)
 : 123.6, 0.6, 0.6, 0.1, 5.1, 12.2, 5.3, -1.4, 1.4
- COc1ccc(Cl)c(Cn2c(NCc3ccco3)nc3c2c(=O)n(C)c(=O)n3C)c1
 : 105.2, 4.0, 4.0, 0.1, -5.5, 6.0, 2.1, 4.8, ·
- COc1ccc2c(c1)CC(C1(O)C(=O)Nc3ccccc31)C2=O (configuration not stated)
 : 92.0, 5.2, 4.0, 0.0, 2.3, 5.3, 2.1, 3.9, 1.2
- COc1ccc(OC)c(N(CC(=O)Nc2ccccc2)S(=O)(=O)c2ccccc2)c1
 : 101.5, -3.8, 6.1, 0.1, 0.9, 4.4, -0.8, 4.2, -1.2
- CCOC(=O)c1cc2sc(C)cc2n1CC(=O)N1CCc2ccccc21
 : 105.0, 3.2, -1.4, 0.0, 6.3, -10.4, -1.8, 5.1, -0.4

Record cards (already shown). Screens in order: CR mimetic SO, GLD-1 RNA inh, MCL1 BIM primary, Efflux pump mplx, EBNA-1 inhibitor, ZTA counter, Fam108B counter, Bcl-xL primary, MEX-5 binding
Results for `Cc1ccc(OC(C)C(=O)Nc2ccc(S(=O)(=O)Nc3nccs3)cc2)cc1` (configuration not stated) : 98.1, 6.4, -3.3, 0.0, 1.3, -16.6, 1.8, -0.3, -3.0
Results for `O=C(Nc1ccccc1CC[N+](=O)[O-])N1CCN(c2ccccc2)CC1` : 99.6, -9.4, 4.4, -0.1, 0.1, 3.7, 0.3, 6.8, 0.3
Results for `CCN1CCN(C(=S)Nc2ccc3nc(N4CCN(CC)CC4)cc(C)c3c2)CC1` : 77.0, -7.0, -5.1, 0.1, 6.6, 2.7, -2.1, 2.9, 0.0
Results for `COc1ccc(Cl)c(Cn2c(NCc3ccco3)nc3c2c(=O)n(C)c(=O)n3C)c1` : 105.2, 4.0, 4.0, 0.1, -5.5, 6.0, 2.1, 4.8, ·
Results for `CCOC(=O)c1cc2sc(C)cc2n1CC(=O)N1CCc2ccccc21` : 105.0, 3.2, -1.4, 0.0, 6.3, -10.4, -1.8, 5.1, -0.4
